# FBA Mtb inh = Mtb fructose-bisphosphate aldolase inhibition; inhibition, % at 1 µM; purified M. tuberculosis FBA, fluorescence read-out; 360,000 compounds, 2.3% hits; P9WQA3; in the data active = inhibition above about 27%;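 note: 0% = vehicle and 100% = reference inhibitor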
# Target sequence (P9WQA3 whole entry, looked up): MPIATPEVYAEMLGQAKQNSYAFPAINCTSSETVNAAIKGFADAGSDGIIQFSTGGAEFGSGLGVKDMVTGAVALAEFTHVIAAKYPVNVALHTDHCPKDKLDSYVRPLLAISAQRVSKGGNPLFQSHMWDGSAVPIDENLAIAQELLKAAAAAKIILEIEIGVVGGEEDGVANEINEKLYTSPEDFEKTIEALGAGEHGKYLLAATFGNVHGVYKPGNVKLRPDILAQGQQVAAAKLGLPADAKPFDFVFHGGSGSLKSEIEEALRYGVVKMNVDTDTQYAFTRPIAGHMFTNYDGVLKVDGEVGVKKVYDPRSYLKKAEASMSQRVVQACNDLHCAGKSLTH
# TcdB GH inh = inhibitors of Clostridioides difficile toxin B glycohydrolase; P18177; TcdB glycohydrolase enzymatic assay, plate reader; inhibition, % at 9.99 µM; 350,000 compounds, 0.24% hits; AID 652162; in the data active = inhibition above about 10%
# Mtb UGM inh = Mtb UDP-galactopyranose mutase inhibition | purified UGM, fluorescence polarization probe displacement | inhibition, % at 10 µM | 320,000 compounds, 0.06% hits | P9WIQ1; in the data active = inhibition above about 10%, passing the limit was not always enough
# Target sequence (P9WIQ1 whole entry, looked up): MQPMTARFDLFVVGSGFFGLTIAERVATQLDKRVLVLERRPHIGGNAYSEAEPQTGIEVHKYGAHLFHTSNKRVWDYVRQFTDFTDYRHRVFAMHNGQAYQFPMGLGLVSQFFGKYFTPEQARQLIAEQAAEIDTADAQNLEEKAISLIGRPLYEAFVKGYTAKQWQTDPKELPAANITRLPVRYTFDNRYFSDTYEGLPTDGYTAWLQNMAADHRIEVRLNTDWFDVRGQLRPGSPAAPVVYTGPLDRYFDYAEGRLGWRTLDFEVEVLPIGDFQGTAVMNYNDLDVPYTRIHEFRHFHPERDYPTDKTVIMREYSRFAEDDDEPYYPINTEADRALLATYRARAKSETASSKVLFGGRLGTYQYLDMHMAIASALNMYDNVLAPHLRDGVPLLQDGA
# BH1578 lux ind = inducers of Vibrio cholerae quorum light production without autoinducers | V. cholerae BH1578 lux reporter, luminescence, 6 h | activation, % at 18.7 µM | 350,000 compounds, 0.16% hits | AID 588436; in the data active = activation mostly above about 9.7%, no sharp cut-off; note: not every result past the cut was called active; inactives centre near 0; reference of the scale not given here
# PfHsp40 rescue = compounds rescuing yeast from Plasmodium falciparum HSP40 toxicity. S. cerevisiae expressing PfHsp40, growth rescue, ATP luminescence. growth rescue, % at 12.5 µM. 340,000 compounds, 0.68% hits; in the data active = growth rescue above about 28%, passing the limit was not always enough;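 note: yeast W303a lacking pdr1 and pdr3 grown in galactose medium; growth measured after three days at 30 °C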
# Y pestis TopoI = blocks Yersinia pestis topoisomerase I activity. 360,000 compounds, 0.064% hits. Y. pestis Topo-I cleavage product accumulation, plate reader. activity, % at 10 µM; in the data active = activity above about 50%, passing the limit was not always enough; note: inactives centre near 2
# BioA inh = inhibitors of Mycobacterium tuberculosis BioA enzyme; inhibition, % at 9.99 µM; 360,000 compounds, 0.096% hits; purified M. tuberculosis BioA enzyme, plate reader; in the data active = inhibition above about 40%
# GDH-TPI counter = counter-screen for M. tuberculosis FBA inhibitors: GDH-TPI coupled enzymes. 360,000 compounds, 1.2% hits. AID 588335. GDH-TPI coupled enzyme counterscreen, NADH absorbance. inhibition, % at 4.8 µM; in the data active = inhibition above about 30%;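 note: 0% = DMSO wells and 100% = wells lacking the enzyme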
# FadD28 binding = blocks FadD28 binding to the bisubstrate probe | inhibition, % at 12.5 µM | 360,000 compounds, 0.22% hits | fluorescence polarization; in the data active = inhibition above about 8.5%, passing the limit was not always enough
# * hit, by the source's call; i = inactive; · = no result given; & = joins results of further samples. Not a hit list (roughly 4.6% active in at least one column).
smiles	Y pestis TopoI	FBA Mtb inh	Mtb UGM inh	BioA inh	GDH-TPI counter	TcdB GH inh	FadD28 binding	PfHsp40 rescue	BH1578 lux ind
Cc1nc(NC(=O)/C=C/c2ccc(Cl)cc2Cl)sc1C(=O)N(C)C	-2	3	-1.3	·	3	0.0	-3.7	-1.8	-0.3
CC1CCN(S(=O)(=O)c2ccc3c(c2)N(CC(=O)NCCCN2C(C)CCCC2C)C(=O)CO3)CC1 (stereo unspecified)	2	-1	0.4	-0.4	4	0.3	0.8	0.3	i
CC(C)OP(=O)(c1ccc(N(C)C)cc1)C(Nc1ccccc1)c1ccccc1 (stereo unspecified)	13	0	0.5	·	-2	0.5	0.6	-0.8	-0.7
O=C(CN1CCN(c2ccc(Cl)cc2)CC1)NCc1cccs1	-3	2	2.4	·	10	-0.3	-1.7	-1.2	-1.0
Clc1ccc(/C=N/N2CCCCC2)cc1	6	1	-0.5	·	7	0.4	-0.2	-0.4	i
CCc1nc(SCC(=O)Nc2ccc3c(c2)OCCO3)c2oc3ccccc3c2n1	-2	-2	-1.6	-2.0	7	·	-1.5	-0.3	7.3
CCN1CCN(C(=O)C2CCC(=O)N(CCCN3CCCC3=O)C2)CC1 (stereo unspecified)	3	-1	-0.5	-0.8	0	-0.1	-3.7	-1.5	i
O=C(N/N=C/C1CC2CCC1C2)C1CC1 (stereo unspecified)	1	-1	-0.3	-1.4	0	0.6	-2.3	1.8	0.4
CC(=O)c1ccc(NC(=O)CN2C(=O)NC(C)(c3ccc4c(c3)OCCO4)C2=O)cc1 (stereo unspecified)	-4	0	-2.6	1.2	-5	2.1	-2.0	-0.3	-0.3
COc1ccc(NC(=O)c2ccc(NCCN3C(=O)CCC3=O)c([N+](=O)[O-])c2)cc1	-3	-6	0.4	·	-1	2.2	-1.7	1.2	i
COc1ccc(/C=N/Nc2ccccn2)cc1OC	-3	0	0.1	2.9	33*	-2.5	-1.4	1.9	-0.6
CC(C)Oc1ccc(C2C(C(=O)c3ccco3)=C(O)C(=O)N2Cc2cccnc2)cc1 (stereo unspecified)	8	-4	1.3	-1.1	10	·	-1.1	0.2	-0.3
CCOC(=O)N1CCC(NCCNC(=O)c2ccccc2Cl)CC1	2	2	-0.8	-0.9	5	·	-0.8	-1.8	3.2
Cc1ccc(N(CC(=O)NCCSc2ccccn2)S(=O)(=O)c2ccc(F)cc2)cc1	37	1	-1.5	·	1	2.0	-2.8	0.1	-0.3
Cc1nn(Cc2ccc(C(=O)NC(C)(C)C)o2)c(C)c1Br	5	-1	1.1	-0.3	-12	·	-3.1	-1.6	-1.4
Cc1[nH]c(C)c(S(=O)(=O)Nc2ccc(OC(F)(F)F)cc2)c1C(=O)N1CCCCC1	10	-2	1.2	4.0	12	-2.9	-1.0	-0.9	i
Cc1ccc(S(=O)(=O)N2CCN(C(=O)COC(=O)C3CCC3)CC2)cc1	7	5	-0.8	·	0	1.5	-0.7	-0.1	-0.7
C=CCN(c1ccc(C(=O)OC)cc1)S(=O)(=O)c1ccccc1	-5	-4	-1.5	·	-7	0.7	-3.8	0.3	-0.5
CCN(CC)c1cc(Oc2ccccc2)ncn1	6	2	2.4	0.8	0	·	0.0	-0.6	-0.3
COc1ccc(NC(=O)O/N=C/c2c(C)nn(C(C)(C)C)c2C)cc1	-10	-6	-0.7	-1.5	8	2.4	-1.0	0.6	i
CC(=O)c1c(C)[nH]c(C(=O)OCC(=O)Nc2ccccc2Cl)c1C	9	0	2.1	·	-5	3.3	-1.4	1.2	-0.3
O=C1C(Cc2ccccc2)NC(=S)N1Cc1ccccc1 (stereo unspecified)	-1	1	1.0	·	2	0.7	1.0	3.2	-2.5
CC(C)c1nc2cc(Cl)ccc2n(Cc2ccccc2)c1=O	28	3	2.1	·	-10	0.6	·	-0.6	-0.2
CCOC(=O)N1CCN(C2=C(NS(=O)(=O)c3ccc(NC(C)=O)cc3)C(=O)c3ccccc3C2=O)CC1	12	-7	0.2	2.1	5	0.9	1.1	0.0	-2.4
COc1cccc(NC(=O)c2ccc(CN3CCN(c4ccccc4)CC3)cc2)c1	5	6	-0.5	0.5	-3	1.0	-1.7	-1.4	3.8
CCN(CC)c1ccc(/C=N/NC(=O)c2cccc(S(=O)(=O)Nc3ccccc3OC)c2)cc1	15	-1	1.0	·	18	0.2	2.0	0.3	·
COCc1cc(C2SCC(=O)Nc3c2c(=O)[nH]n3C(C)C)ccc1OC (stereo unspecified)	-3	0	4.6	-0.3	3	·	-4.1	-0.6	-0.7
O=C(Nc1ccccc1O)c1cccc(S(=O)(=O)Nc2ccccc2O)c1	-1	1	-2.3	·	-5	0.9	-15	-0.4	-0.5
Cc1ccc(S(=O)(=O)N2CCN(C(=O)COC(=O)/C=C/c3ccccc3F)CC2)c(C)c1	0	-3	1.7	-0.8	2	-1.5	-1.9	-0.1	-0.3
Cn1nc(C(=O)Nc2cccc(S(=O)(=O)N3CCCCC3)c2)c2ccccc2c1=O	-4	1	·	0.8	-7	2.4	-2.4	1.9	-0.4
Cc1occc1C(=O)NNC(=O)c1ccccc1F	-2	-1	-3.0	·	-1	0.6	-2.5	-0.6	-0.9
Cc1ccc2c(c1)C(C)(C)[C@]1(C)NC(=O)CCN21	4	3	-1.5	1.0	-10	·	-1.3	-0.1	6.2
Brc1ccc2cccnc2c1	2	3	0.9	-1.6	0	·	-0.5	-2.5	-0.6
O=C(N/N=C\c1c(F)c(F)c(F)c(F)c1F)c1ccc(-c2ccccc2)cc1	4	1	5.7	-1.5	5	0.6	-1.0	0.1	i
COc1cc(C(C)=O)ccc1OCC(=O)Nc1ccc(S(=O)(=O)N2CCCCC2)cc1	1	-2	·	-0.7	0	0.4	-7.3	·	-0.5
C=CCSC1=NC(=O)/C(=C/c2cccs2)S1	7	-1	1.0	0.8	28	·	-3.3	-1.7	-0.2
CCOC(=O)CCc1c(C)c2ccc(OCc3ccc([N+](=O)[O-])cc3)cc2oc1=O	0	8	0.8	-2.1	2	·	-0.2	0.7	i
COc1ccccc1CNS(=O)(=O)c1cc(C(=O)NCC2CCCO2)c(Cl)cc1Cl (stereo unspecified)	5	0	0.0	-1.6	-2	0.5	-0.8	-0.3	i
COc1ccccc1N(Cc1ccccc1)S(=O)(=O)c1cccc(C(=O)Nc2ccc(C(C)=O)cc2)c1	-1	3	2.6	-0.2	4	·	-2.6	0.1	-0.6
CSc1ccccc1NC(=O)c1csc(C)c1	0	-1	-5.0	0.3	10	-0.2	0.0	-1.7	-0.8
Cc1nn(CC(=O)NCc2cccc(F)c2)c(=O)c2cccn12	5	1	-1.1	-1.2	1	0.6	-2.5	-0.1	-1.0
O=C(O)/C(=C\c1ccco1)NC(=O)c1cccc2ccccc12	-12	0	-5.3	-4.5	2	-1.3	1.4	0.9	-0.2
CC1C(=O)N(Cc2cn(CCC3OCCO3)nn2)CCS(=O)(=O)N1Cc1ccc(-c2ccc(F)cc2)cc1 (stereo unspecified)	27	-3	·	-1.2	7	1.7	-7.4	·	0.0
COc1cc(CNc2ncnc3c2ncn3[C@H]2CN(Cc3ccncc3)C[C@@H](CO)O2)cc(OC)c1OC	16	-1	·	0.9	11	1.3	-4.4	·	i
CCCc1c(C(=O)N/N=C/c2ccncc2)nnn1-c1nonc1N	-2	0	·	-0.9	5	0.4	-1.5	·	-0.5
COc1ccccc1CNC(=O)C(NC(=O)c1ccc(C)cc1)C(C)C (stereo unspecified)	8	4	1.1	·	1	0.5	-0.2	0.4	-0.4
O=C(COC(=O)CC1Sc2ccccc2NC1=O)NCc1ccccc1 (stereo unspecified)	-2	5	-0.4	-7.6	8	1.9	0.2	1.2	i
CCN(CC(=O)Nc1c(F)cccc1F)C(=O)c1cc(S(=O)(=O)NCc2ccccc2)ccc1C	-1	6	-0.3	-0.5	8	2.4	-2.6	-0.1	i
Cc1cc(C)nc(NS(=O)(=O)c2ccc(NC(=O)C3(c4ccccc4)CCCC3)cc2)n1	7	1	-1.6	-1.1	2	·	-1.9	-0.8	4.9
COCCN(C(=O)COC(=O)c1c(-c2ccccc2)noc1C)c1c(N)n(Cc2ccccc2)c(=O)[nH]c1=O	31	1	0.6	32	8	0.0	-3.3	7.5	-1.1
O=C(CCC(=O)N1CCCC1)N1CCCC1	5	1	2.0	-1.2	-4	-0.1	-4.8	-1.4	-5.3
COCc1nc2oc3ccccc3c(=O)c2cc1C(=O)OC	-5	0	-1.5	-0.1	0	0.6	-2.3	-0.8	i
CS(=O)(=O)NNC(=O)c1sccc1OCc1ncc(C(F)(F)F)cc1Cl	1	0	-1.2	0.8	-2	1.1	-0.8	0.3	14
COc1cc(-n2cnnn2)ccc1S(=O)(=O)N1CCOCC1	-1	-2	1.8	-2.6	8	·	-1.7	-0.1	-3.5
CCN1CCN(c2ncnc3c2sc(=S)n3-c2ccccc2)CC1	5	2	-1.9	-1.9	39*	0.2	-2.1	0.4	-0.4
CSCC[C@H](NC(=O)c1cccnc1)c1nnc2ccccn12	2	1	0.3	·	-3	1.7	-4.8	-1.3	-4.2
CCN1CCN(Cc2ccc(NC(=O)c3cc(NC(=O)c4cncc(-c5ccc(C#N)cc5)c4)cc(OC)c3)cc2C(F)(F)F)CC1	0&-15	-1&0	1.6	-3.6&0.2	2&0	-0.3	-1.3&-3.4	-0.8	0.5
CCC1(C)Cc2c(sc3nc(SCC(=O)O)[nH]c(=O)c23)CO1 (stereo unspecified)	-3	2	-0.8	0.5	-7	·	-2.6	0.8	i
O=c1oc(CCO)cc2ccc(Br)cc12	10	3	-2.7	0.2	13	-0.6	-0.4	-1.0	-6.9
COc1cc(OC)cc(C(=O)N[C@H](C(=O)N2CCc3ccccc32)C(C)C)c1	-4	0	3.6	-0.9	-4	·	-4.1	-0.2	i

# Retrieved by compound from above:
smiles	Y pestis TopoI	FBA Mtb inh	Mtb UGM inh	BioA inh	GDH-TPI counter	TcdB GH inh	FadD28 binding	PfHsp40 rescue	BH1578 lux ind
CCOC(=O)N1CCC(NCCNC(=O)c2ccccc2Cl)CC1	2	2	-0.8	-0.9	5	·	-0.8	-1.8	3.2
Cc1ccc(S(=O)(=O)N2CCN(C(=O)COC(=O)/C=C/c3ccccc3F)CC2)c(C)c1	0	-3	1.7	-0.8	2	-1.5	-1.9	-0.1	-0.3

# Next part:
smiles	Y pestis TopoI	FBA Mtb inh	Mtb UGM inh	BioA inh	GDH-TPI counter	TcdB GH inh	FadD28 binding	PfHsp40 rescue	BH1578 lux ind
CN(C(=O)c1ccc(NC(=O)Cc2ccccc2)cc1)c1ccccc1	-9	4	7.3	-4.2	10	-3.2	-1.0	-0.3	-0.3
CNC(=O)c1ccc(-c2ccccc2)s1	-6	28*	3.5	-0.2	5	·	-2.8	-0.4	-0.5
CCN(CC)CCNCc1cc(Cl)c(OCC(=O)Nc2ccccc2)c(OC)c1	-4	0	3.2	·	1	1.6	-2.5	-1.0	i
Cc1ccc(C)c(N2CCN(C(=O)C3CCN(c4nnc(N5CCCC5=O)s4)CC3)CC2)c1	27	1	0.1	·	1	·	-1.2	0.4	-1.1
Nc1ccc2oc3ccc(N)cc3c(=O)c2c1	-2	1	1.9	-2.6	13	·	0.0	-0.1	-4.2
COC(=O)CCC(=O)Nc1sc(Cc2ccccc2)c(C)c1C(N)=O	-2	0	-0.1	·	6	1.9	0.2	-0.7	-1.4
COc1cc(OC)cc(C(=O)NCCCCCCNC(=O)c2cc(OC)cc(OC)c2)c1	20	2	-1.1	1.0	-2	1.6	-1.0	-0.1	-0.5
Cc1nc(Oc2ccc(S(=O)(=O)N3CCOCC3)cc2Cl)c2c3c(sc2n1)CCCC3	28	1	0.0	·	5	·	-4.5	8.9	-0.3
CC1CCCCN1C(=O)c1ccccc1OC1CCN(S(C)(=O)=O)CC1 (stereo unspecified)	-7	4	1.4	·	0	3.0	-1.3	-0.6	i
CCOC(=O)c1cc(-c2cccc([N+](=O)[O-])c2)nc2[nH]c(=O)[nH]c(=O)c12	1	2	1.1	·	14	0.0	-0.6	0.4	-1.0

# Screening results deposited in PubChem BioAssay by several laboratories.
